Source: PubChem BioAssay
Y pestis TopoI: Yersinia pestis topoisomerase I inhibitors, primary screen, biochemical, cleavage product accumulation, plate reader, single point; 360,000 compounds, 0.064% hits; activity, % at 10 µM; AID 504884, 2011; Y. pestis Topo-I cleavage product accumulation; DNA topoisomerase I (Yersinia pestis CO92); in the data active means activity above about 50%, passing the limit was not always enough; inconclusive means no clear call, values can overlap the other calls; further: inactives centre near 2
PrPC surface inh: inhibitors of human cell surface prion protein PrPC, primary screen, cell-based, TR-FRET; Major prion protein (Homo sapiens), P04156; inhibition, % at 13.8 µM; AID 720596, 2013; 370,000 compounds, 0.43% hits; TR-FRET read-out; in the data active means inhibition above about 24%; further: 0% = median of the test wells and 100% = reference compound wells
SARS 3CLpro inh: SARS-CoV 3CLpro protease inhibitors, primary screen, biochemical, quenched FRET | Replicase polyprotein 1ab (Severe acute respiratory syndrome coronavirus), P0C6X7 | recombinant SARS-CoV 3CLpro, quenched FRET peptide cleavage | inhibition, % at 6 µM | 290,000 compounds, 0.14% hits | AID 1706, 2009; in the data active means inhibition above about 12%
BoNT A protease: BoNT/A light chain protease inhibitors, primary screen, biochemical, flow cytometry, MLPCN library. inhibition, % at 10 µM. 360,000 compounds, 0.17% hits. multiplex microsphere protease substrate cleavage. Botulinum neurotoxin type A light chain protease (Clostridium botulinum A str. ATCC 3502). AID 588499, 2011; further: plate controls were buffer without enzyme for full effect and enzyme alone for no effect
BH1578 lux ind: inducers of Vibrio cholerae quorum light production without autoinducers, primary screen, BH1578 luxS cqsA deficient, single point | V. cholerae BH1578 lux reporter, luminescence, 6 h | activation, % at 18.7 µM | 350,000 compounds, 0.16% hits | AID 588436, 2011; in the data active means activation mostly above about 9.7%, no sharp cut-off; inconclusive means no clear call, values can overlap the other calls; inactive means mostly below about 3.7%; further: not every result past the cut was called active; inactives centre near 0; reference of the scale not given here
Anthrax LF inh2: Bacillus anthracis LF protease inhibitors, primary screen, biochemical, multiplex microsphere, MLPCN library. Lethal factor (Bacillus anthracis), P15917. AID 588501, 2011. multiplex microsphere protease cleavage assay. inhibition, % at 10 µM. 360,000 compounds, 0.12% hits; further: plate controls were buffer without enzyme for full effect and enzyme alone for no effect
Target sequence (P15917 whole entry, looked up): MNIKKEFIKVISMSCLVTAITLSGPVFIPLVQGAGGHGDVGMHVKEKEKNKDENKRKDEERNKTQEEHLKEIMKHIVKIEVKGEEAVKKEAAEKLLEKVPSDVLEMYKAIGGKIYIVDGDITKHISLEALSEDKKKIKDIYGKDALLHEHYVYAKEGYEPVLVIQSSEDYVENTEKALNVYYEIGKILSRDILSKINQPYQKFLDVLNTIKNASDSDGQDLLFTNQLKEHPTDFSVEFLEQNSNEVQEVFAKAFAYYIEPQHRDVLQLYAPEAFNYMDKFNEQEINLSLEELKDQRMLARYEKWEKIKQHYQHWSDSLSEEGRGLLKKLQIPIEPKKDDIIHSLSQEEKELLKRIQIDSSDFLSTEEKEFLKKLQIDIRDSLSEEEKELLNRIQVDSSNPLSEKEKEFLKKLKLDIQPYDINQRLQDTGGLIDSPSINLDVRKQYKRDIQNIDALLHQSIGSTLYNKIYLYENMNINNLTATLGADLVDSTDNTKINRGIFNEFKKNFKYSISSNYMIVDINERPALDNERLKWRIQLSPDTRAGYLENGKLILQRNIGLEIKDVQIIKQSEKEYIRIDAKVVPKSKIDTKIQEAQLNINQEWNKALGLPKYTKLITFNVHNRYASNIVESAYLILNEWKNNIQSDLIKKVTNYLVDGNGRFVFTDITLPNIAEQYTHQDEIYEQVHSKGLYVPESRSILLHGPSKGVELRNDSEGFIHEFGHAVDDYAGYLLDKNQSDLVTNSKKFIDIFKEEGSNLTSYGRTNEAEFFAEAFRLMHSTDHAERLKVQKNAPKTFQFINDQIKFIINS
PfHsp40 rescue: rescue of yeast from PfHsp40 toxicity, primary screen, S. cerevisiae, ATP luminescence; S. cerevisiae expressing PfHsp40, growth rescue; AID 504582, 2011; growth rescue, % at 12.5 µM; 340,000 compounds, 0.68% hits; in the data active means growth rescue above about 28%, passing the limit was not always enough; inconclusive means no clear call, values can overlap the other calls;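 further: yeast W303a lacking pdr1 and pdr3 grown in galactose medium; growth measured after three days at 30 °C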
SSB-PriA inh: inhibitors of Klebsiella pneumoniae PriA binding to SSB C-terminal tail, primary screen, biochemical, AlphaScreen; inhibition, % at 33 µM; AID 1272365, 2023; AlphaScreen SSBct-PriA binding, biotinylated peptide; 430,000 compounds, 0.6% hits; in the data active means inhibition mostly above about 37%, no sharp cut-off; inactive means mostly below about 20%;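 further: plate controls were negative control peptide for no effect and reference peptide for full effect; strong numbers were not always called active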
TcdB GH inh: TcdB glycohydrolase inhibitors, primary screen, biochemical, single point, plate reader | TcdB glycohydrolase enzymatic assay | inhibition, % at 9.99 µM | 350,000 compounds, 0.24% hits; in the data active means inhibition above about 10%
* marks the source's active call; other numbers are inactive results; i = inactive; ? = inconclusive; · = not tested or not shown; & = joins results of further samples. Unless noted, no stated cut-off is given here; in the data, active means inhibition above about 30%; inconclusive means no clear call, values can overlap the other calls; inactive means below that.

#	compound	Y pestis TopoI	PrPC surface inh	SARS 3CLpro inh	BoNT A protease	BH1578 lux ind
1	CC(=O)N(C)c1cc([N+](=O)[O-])ccc1OCc1ccccc1	7	-14	·	-0.2	-1.3
2	COc1cc(C(=O)NC2CCN(Cc3nnnn3Cc3ccc(F)cc3)CC2)cc(OC)c1OC	21	4	5	-1.3	0.1
3	O=C(COC(=O)CCC(=O)c1ccc(F)cc1)NC1CCCCC1	9	6	·	-0.4	·
4	O=S(=O)(c1ccccc1)[C@@]1(c2ccc(Br)cc2)C[C@@H]2ON=C(c3ccccc3)[C@@H]2C1	40	5	·	0.5	-0.6
5	COc1ccccc1C1(CC(=O)Nc2nccs2)CCOC(C(C)C)C1 (stereo not drawn)	4	4	0	?	i
6	O=C(CCCN1C(=O)c2ccccc2C1=O)N1CCOCC1	-2	7	3	-0.3	-0.5
7	Cc1cccc(C)c1OCC(O)CNS(=O)(=O)c1ccccc1C(=O)N1CCCCC1 (stereo not drawn)	13	3	-6	2.3	i
8	NC(=O)NC(=O)C(c1ccccc1)N1CCN(S(=O)(=O)Cc2ccccc2)CC1 (stereo not drawn)	9	-4	·	0.4	i
9	CC(C)(C)OC(=O)N1CCC(NC(=O)c2[nH]cnc2C(=O)Nc2ccon2)CC1	-1	4	·	-0.1	-0.3
10	CCOc1ccc(OCC)c(NS(=O)(=O)c2ccc3c(c2)n(C)c(=O)c(=O)n3C)c1	-2	4	4	-0.3	-0.3
11	CC(=O)Nc1ccc(C=Cc2ccc([N+](=O)[O-])cc2)cc1	-13	1	·	3.3	i
12	CC1=CCC2C(=O)N(c3cccc(C(=O)Nc4ccc(Cl)cc4)c3)C(=O)C2C1 (stereo not drawn)	5	10	-1	-1.6	i

#	Anthrax LF inh2	PfHsp40 rescue	SSB-PriA inh	TcdB GH inh
1	-4	-0.2	-7	1.5
2	-7	-2.0	-13	0.3
3	1	-0.8	5	0.5
4	-11	5.0	5	1.4
5	-3	-1.2	-2	·
6	1	1.0	5	0.0
7	-2	0.0	2	·
8	-8	0.8	2	1.7
9	3	0.6	-3	0.6
10	0	-0.5	-9	·
11	-2	·	·	0.6
12	-4	10	-7	0.5

The results go on:
#	compound	Y pestis TopoI	PrPC surface inh	SARS 3CLpro inh	BoNT A protease	BH1578 lux ind
13	Cc1ccc2c(c1)C(=O)CC(O)(C(F)(F)F)O2 (stereo not drawn)	-2	3	0	0.4	-1.1
14	CCC(C)NCCCOc1c(C)cc(C)cc1Br (stereo not drawn)	7	4	-4	0.0	3.8
15	Cc1ccc(Nc2c(-c3ccco3)nc3nc(C)cc(C)n23)cc1	0	0	-2	-0.1	i
16	Cn1c(SCC(=O)Nc2ccccc2F)nc2c(c1=O)SCC2	-1	5	5	1.1	i
17	O=C(Nc1nnc(S(=O)(=O)N2CCOCC2)s1)c1cccc(Br)c1	1	1	3	-0.4	-0.7
18	Cc1c(NCc2cc(Cl)cc(Cl)c2O)c(=O)n(-c2ccccc2)n1C	9	-3	0	0.1	-0.3
19	COc1ccc(C2(O)CCN(CC(=O)Nc3nccs3)CC2)c(OC)c1	5	-8	-3	0.0	-0.6
20	O=C1N[C@@H](Cc2ccccc2)C(=O)N2[C@@H]3N(S(=O)(=O)c4ccccc4)c4ccccc4[C@]3(Br)C[C@@H]12	26	5	·	0.6	-5.9
21	Cc1cc2ncc(C(=O)Nc3ccsc3C(=O)O)c(C)n2n1	-9	-3	1	-0.5	-2.0
22	C=CCn1c(C(C)C)nc2ccccc21	-6	-7	1	-0.2	-0.3
23	Cc1ccc(-n2nnnc2SCC(=O)NC2CC2)cc1C	-2	-3	7	1.0	i
24	CSc1ccc(CN2CCN(C(C)C)C(CCO)C2)cc1 (stereo not drawn)	2	-2	-3	-0.7	-5.7

#	Anthrax LF inh2	PfHsp40 rescue	SSB-PriA inh	TcdB GH inh
13	6	2.7	-6	-1.1
14	-2	0.5	-10	·
15	1	-1.3	17	-0.9
16	0	-0.7	-1	-0.9
17	-2	1.8	0	-0.2
18	-10	0.2	-9	·
19	-1	-0.7	-2	1.0
20	-4	-0.3	14	2.5
21	-6	-0.9	-10	0.8
22	-4	-1.9	-11&-12	0.3
23	-1	-0.3	-11	1.3
24	-2	-0.6	-11	0.6

Following part
#	compound	Y pestis TopoI	PrPC surface inh	SARS 3CLpro inh	BoNT A protease	BH1578 lux ind
25	CC(Sc1nnc(NC(=O)c2cc3ccccc3oc2=O)s1)c1ccccc1 (stereo not drawn)	-3	5	-2	-1.3	-0.3
26	Cc1c(C(=O)OCC(=O)N2CCCC2)cccc1[N+](=O)[O-]	-6	-12	3	1.3	-0.1
27	O=C(Nc1cccc([N+](=O)[O-])c1)ONC1=NCCCCC1	5	-1	-2	-0.3	i
28	Cc1cc(C(=O)CN2CCCC(C)C2)c(C)n1-c1ccc(F)cc1 (stereo not drawn)	3	-3	6	-0.2	-0.4
29	Cc1ccc(S(=O)(=O)NC(C)C(=O)NC2CCCCCC2)cc1 (stereo not drawn)	-4	-2	0	-0.1	i
30	COc1ccc2oc(=O)c(C(=O)NCc3ccc(F)cc3)cc2c1	3	-1	-4	-2.4	i
31	O=C1C(=O)N(c2ccccn2)C(c2cccc([N+](=O)[O-])c2)/C1=C(/O)c1ccc(Br)cc1 (stereo not drawn)	1	-9	2	-1.9	0.6
32	CCOC(=O)c1c(NC(=O)CSc2nnnn2C)sc(C)c1C	9	-8	-1	-0.4	-6.3
33	COc1ccc(C(=O)N2N=C(c3cccc(OC)c3)CC2(O)C(F)(F)F)cc1 (stereo not drawn)	-5	-8	2	-0.4	-5.6
34	Cc1ccccc1SCC(=O)NNC(=O)c1ccncc1	-2	5	·	1.7	i
35	C=CC[C@@H](CC(=O)N(CCO)Cc1ccccc1)C(=O)N[C@H](COC(=O)[C@@H](CC=C)CC(=O)OC(C)(C)C)Cc1c[nH]c2ccccc12	10	5	·	0.0	-0.4
36	O=C(NC(=S)NC1CCSC1=O)c1cccc([N+](=O)[O-])c1 (stereo not drawn)	7	-5	4	0.5	i

#	Anthrax LF inh2	PfHsp40 rescue	SSB-PriA inh	TcdB GH inh
25	3	-0.8	4&-14	2.2
26	-1	-1.0	-9	-0.1
27	-6	-1.1	-4	0.7
28	0	-1.5	4	·
29	0	-0.4	-13	·
30	-17	-0.8	-8	0.3
31	16	0.8	·	0.2
32	-4	-0.8	-15	·
33	1	1.0	-9	1.1
34	-6	-0.8	0	0.3
35	2	5.4	12	1.0
36	0	0.2	-14	0.1

More records:
#	compound	Y pestis TopoI	PrPC surface inh	SARS 3CLpro inh	BoNT A protease	BH1578 lux ind
37	COc1ccc(S(=O)(=O)NCC2CCCN(Cc3cn(C)nc3C)C2)cc1 (stereo not drawn)	-9	-1	-3	-0.8	-0.2
38	COc1ccc(C2SCC(=O)N2c2c(C)n(C)n(-c3ccccc3)c2=O)cc1OC (stereo not drawn)	-4	-3	3	-0.4	i
39	Cc1cccc(-n2ncc3c(NC(C)C)ncnc32)c1	2	5	-3	-0.9	-0.3
40	Cc1cc(NC(=O)Nc2cc(F)ccc2C)n(C)n1	-1	·	-3	-1.6	i
41	Cc1cccc(NC(=O)C2CCN(S(=O)(=O)c3ccc4c(c3)NC(=O)CO4)CC2)c1C	6	-1	-2	-1.0	i
42	CC(C)c1ccc(OCc2ccc(C(=O)O)o2)cc1	1	·	3	0.0	i
43	Cn1c(Cl)c(/C=N/OC(=O)c2cccc(Cl)c2)c2ccccc21	-4	-10	-3	-0.1	0.7
44	O=C(O)C1CCN(C(=O)COc2ccc3c4c(c(=O)oc3c2)CCC4)CC1	-1	7	-2	1.0	6.2
45	Cc1ccc(CC(=O)Nc2ccc(Cl)cn2)cc1	3	13	8	-0.8	0.7
46	CCOc1ccc(/C=C2\SC(=S)N(C)C2=O)cc1OC	-3	-8	0	·	-0.6
47	CSc1nc2ccc(NC(=O)c3ccc(F)c(F)c3)cc2s1	-5	10	-4	0.0	-0.5
48	O=C(CCSc1ccc(Cl)cc1)c1cccs1	10	-6	-8	-0.3	i

#	Anthrax LF inh2	PfHsp40 rescue	SSB-PriA inh	TcdB GH inh
37	-3	-0.3	-9	0.5
38	-2	0.6	-5	·
39	-7	0.3	-16	3.4
40	0	0.2	-21	·
41	-1	-0.7	-6	0.0
42	-7	-1.8	1	0.0
43	-9	-0.1	·	·
44	1	1.4	-18	·
45	-2	1.5	-2	0.7
46	·	·	-3	0.6
47	-9	0.6	-14	0.6
48	0	0.0	-19	·

Ordered by length of the SMILES (low to high): 3 of the compounds above
#	compound	Y pestis TopoI	PrPC surface inh	SARS 3CLpro inh	BoNT A protease	BH1578 lux ind
45	Cc1ccc(CC(=O)Nc2ccc(Cl)cn2)cc1	3	13	8	-0.8	0.7
43	Cn1c(Cl)c(/C=N/OC(=O)c2cccc(Cl)c2)c2ccccc21	-4	-10	-3	-0.1	0.7
38	COc1ccc(C2SCC(=O)N2c2c(C)n(C)n(-c3ccccc3)c2=O)cc1OC (stereo not drawn)	-4	-3	3	-0.4	i

#	Anthrax LF inh2	PfHsp40 rescue	SSB-PriA inh	TcdB GH inh
45	-2	1.5	-2	0.7
43	-9	-0.1	·	·
38	-2	0.6	-5	·

The list continues:
#	compound	Y pestis TopoI	PrPC surface inh	SARS 3CLpro inh	BoNT A protease	BH1578 lux ind
49	CCCn1c(N)c(C(=O)CSc2nnc(C3CC3)n2Cc2ccccc2)c(=O)n(C)c1=O	0	-2	·	-0.3	i
50	CN=C1CC(C)(C)CC(=O)/C1=C(/O)CCCN1C(=O)c2ccccc2C1=O	9	-10	-2	0.4	-0.5
51	COc1cc(OC)c(OC)cc1/C=C/c1cc(C(F)(F)F)[nH]c(=O)n1	-10	9	-3	-0.2	-0.3
52	O=C(Cn1nnc(-c2cccs2)n1)NCc1ccco1	8	9	0	-0.3	-0.4
53	CCN(C(=O)COC(=O)/C=C/c1ccc(C)o1)c1c(N)n(Cc2ccccc2)c(=O)[nH]c1=O	-2	-11	·	-2.3	-2.9
54	COc1ccc(-n2cc(CNCCCN3CCCC3=O)c(-c3ccccc3Cl)n2)cc1	13	-8	-1	0.0	·
55	CC(C)(C)c1cc(NCCCn2ccnc2)n2ncc(-c3ccc(Cl)cc3)c2n1	-8	2	-3	?	-0.9
56	COCCNC(=O)C(c1ccc(O)cc1)N(C(=O)CCC(=O)Nc1nccs1)c1ccc(C)cc1 (stereo not drawn)	16	5	6	-1.0	i
57	Fc1ccc2c(c1)C1OCCCC1C(c1ccccc1)N2 (stereo not drawn)	7	11	-2	1.5	1.5
58	N#Cc1ccc(OCC(=O)OCC(=O)N2CCc3ccccc32)cc1	5	0	·	0.1	-0.4
59	O=C(NN1C(=O)C2C(C1=O)C1C=CC2C12CC2)c1cccc(Cl)c1 (stereo not drawn)	-1	-2	3	-0.2	-0.5

#	Anthrax LF inh2	PfHsp40 rescue	SSB-PriA inh	TcdB GH inh
49	-4	-0.1	-7	0.6
50	-3	-0.3	·	0.3
51	-1	0.3	-1	0.5
52	2	0.0	-8	0.7
53	-4	1.5	2	1.2
54	0	-1.0	-4	1.5
55	-5	70*	-35	·
56	-7	-1.1	-8	-1.9
57	12	8.2	20	-1.2
58	-6	·	·	-0.2
59	-2	0.1	-15	-1.4

These rows are one share of the data; the hit share may differ from the screen's.
